# AMA1 RON2 block = AMA1-RON2 (P. falciparum) interaction inhibition; 360,000 compounds, 0.2% hits; Potency, µM (titrated, usually from 58.2 µM), inactives show top-dose activity change, negative = inhibition, most hits filed as inhibitors; AID 720542; AlphaScreen AMA1-biotinylated RON2 peptide binding;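 further: potency means the concentration at half of the fitted maximal effect; 0% = vehicle wells and -100% = peptide control; nearly all actives have a fitted effect of over 45% in size; some results filed as inactive show a strong effect at the top dose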
#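 AMA1 (3D7) with his tag at 25 nM final met compounds first, then biotinylated RON2 peptide at 25 nM; detection used donor plus acceptor beads, 10 µg/mL apiece, read by AlphaScreen after 30 min at room temperature.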
# Giardia FBPA inh = inhibitors of Giardia lamblia fructose-1,6-bisphosphate aldolase. purified Giardia FBPA. 290,000 compounds, 0.71% hits. A8B2U2. Potency, µM (titrated, usually from 59.6 µM), without a hit: at the highest dose activity, negative = inhibition, actives largely listed as inhibitors; further: potency means the concentration at half of the fitted maximal effect; nearly all actives have a fitted effect of over 55% in size
# Target sequence (A8B2U2 whole entry, looked up): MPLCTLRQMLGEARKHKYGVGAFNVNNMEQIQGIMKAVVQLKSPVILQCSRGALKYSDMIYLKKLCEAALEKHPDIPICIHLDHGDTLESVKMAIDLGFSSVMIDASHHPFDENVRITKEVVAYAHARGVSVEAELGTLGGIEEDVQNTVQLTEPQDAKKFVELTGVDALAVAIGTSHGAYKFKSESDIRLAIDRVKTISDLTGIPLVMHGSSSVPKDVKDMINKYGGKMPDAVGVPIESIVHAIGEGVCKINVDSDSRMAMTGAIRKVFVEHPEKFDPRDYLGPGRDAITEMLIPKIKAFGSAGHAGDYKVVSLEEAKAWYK
#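 Giardia FBPA (40 nM reagent) was preincubated 10 min at RT with compound (up to 57.5 uM final), then substrate plus GAPDH/TPI/NAD/arsenate coupling system with diaphorase/resazurin was added; resorufin fluorescence (525/598 nm) was read after 20 min.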
# AmpC inh detg = AmpC beta-lactamase inhibition with detergent present. AID 485294. 370,000 compounds, 0.041% hits. AmpC hydrolysis of nitrocefin, absorbance 480 nm, 0.01% Triton. Potency, µM (doses to about 114 µM), without a hit: at the top dose activity change, negative = inhibition, hits mostly inhibitors. P00811;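 further: potency means the concentration at half of the fitted maximal effect; 0% = no-compound wells and -100% = no-enzyme wells; nearly all actives have a fitted effect of over 25% in size; some results filed as inactive show a strong effect at the top dose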
# Target sequence (P00811 whole entry, looked up): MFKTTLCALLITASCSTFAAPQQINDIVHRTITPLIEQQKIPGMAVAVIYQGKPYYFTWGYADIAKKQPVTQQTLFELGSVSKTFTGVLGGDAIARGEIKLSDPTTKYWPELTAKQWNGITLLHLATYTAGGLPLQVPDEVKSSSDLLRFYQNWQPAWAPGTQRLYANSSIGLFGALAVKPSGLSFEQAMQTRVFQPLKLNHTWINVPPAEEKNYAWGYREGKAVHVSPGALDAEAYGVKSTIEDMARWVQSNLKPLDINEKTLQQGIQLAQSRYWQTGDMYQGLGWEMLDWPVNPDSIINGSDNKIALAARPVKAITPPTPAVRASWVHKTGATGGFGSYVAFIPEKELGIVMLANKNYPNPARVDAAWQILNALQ
#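 AmpC (5.3 nM in the dispensed reagent) in 20 mM phosphate pH 7.0 with 0.01% (detergent screen) or 0.0001% Triton X-100 was preincubated with compounds for 15 min at room temperature. Nitrocefin was then added from an 800 uM solution, and hydrolysis was followed at 480 nm.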
# HCMV antiviral = inhibitors of human cytomegalovirus; HFF cells, HCMV-luciferase reporter, 72 h; hits give low values; activity change, negative = inhibition, % at 57.5 µM; 410,000 compounds, 4.5% hits; AID 1259415; in the data active means activity change below about -60%; inconclusive means no clear call, values can overlap the other calls; inactive means above about -39%
#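 Luciferase read-out from HCMV-luciferase-infected HFFs (MOI 1 PFU/cell) 72 h post infection at 37C; compounds added after 16 h cell attachment; activity normalized between buffer-only basal and Salinomycin (10uM) inhibitor controls.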
# AmpC inh no detg = blocks E. coli AmpC beta-lactamase in detergent-free assay | P00811 | AmpC nitrocefin hydrolysis, absorbance 480 nm, 0.0001% Triton | Potency, µM (titrated, usually from 57.1 µM), for the others: at the top dose activity change, negative = inhibition, usual class: inhibitors | 330,000 compounds, 0.52% hits;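 further: potency means the concentration at half of the fitted maximal effect; plate controls were no compound for no effect and no enzyme for full effect; nearly all actives have a fitted effect of over 20% in size; some results filed as inactive show a strong effect at the top dose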
#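 20 mM phosphate pH 7.0 + 0.01% (detergent screen) or 0.0001% Triton X-100; 5.3 nM AmpC reagent; cpd preinc 15 min RT; nitrocefin (800 uM stock) to start; A480 q20 s × 4 min; Activity was normalised to no-enzyme and no-compound control wells.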
# Sm TGR inh = S. mansoni TGR enzyme inhibition | Q962Y6 | AID 485364 | 360,000 compounds, 3% hits | purified TGR, DTNB reduction, TNB absorbance 405 nm | Potency, µM (doses to about 114 µM), for the others: at the highest dose activity change, negative = inhibition, hits mostly inhibitors; further: potency means the concentration at half of the fitted maximal effect; nearly all actives have a fitted effect of over 60% in size
#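 First, TGR (20 nM dispensed) and NADPH were mixed with compound. Second, a 15 min room-temperature incubation followed. Third, further NADPH and then DTNB were added to start the reaction. Finally, TNB absorbance was monitored kinetically.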
# * hit, by the source's call; ? = inconclusive; / = no result given; ! = not active in a repeat; [ ] = another dose, or the depositor's remark. Unless noted, the call rests on the fitted dose curve; in most records, active means well fitted curve in the direction sought with a large enough effect; inconclusive means small, poorly fitted or top-dose-only effect, or another doubt; inactive means no such curve, though single readings can be large; an effect the other way counts as inactive or inconclusive. Unless noted, on the % scale 0 is the no-effect control and ±100 the full control effect.
item | SMILES | AMA1 RON2 block | Giardia FBPA inh | AmpC inh detg | HCMV antiviral | AmpC inh no detg | Sm TGR inh
1 | O=C(NCC1CCCO1)C1CCCN(S(=O)(=O)c2ccc(F)cc2)C1 (stereo unspecified) | 7% | / | 3% | -29 | -3% | 0%
2 | CC(C)CC(C)N (stereo unspecified) | 4% | / | -1% | -27 | 2% | -32%
3 | CCOC(=O)c1ccc(Nc2cc(C)nc(-c3ccccc3)n2)cc1 | 1% | -12% | -4% | -76* | 23% | -11%
4 | Cn1c(SCC#N)nnc1-c1ccc2c(c1)OCO2 | 5% | 1% | 0% | 0 | -7% | 0%
5 | Cc1ccc2c(c1)C1CN(C)CCC1N2S(=O)(=O)c1ccc(C(C)C)cc1 (stereo unspecified) | -8% | / | -8% | -7 | 171%[activator] | -8%
6 | Cn1cc(C(=O)N/N=C/c2cccc([N+](=O)[O-])c2)c2ccccc21 | 2% | -1% | 4% | 0 | -18% | 6%
7 | CCC(=O)Nc1ccc(-c2nnc(SCC(=O)N3CCCCC3)n2C)cc1 | 1% | -2% | -4% | 13 | -12% | -19%
8 | CSc1ccccc1C(=O)Nc1cc2c(cc1C(=O)O)OCCCO2 | 4% | 16% | 5% | 16 | -36% | 3%
9 | O=C(Cc1ccccc1)Nc1ccc(F)cc1 | -8% | 1% | 1% | -21 | -4% | 0%
10 | O=C(Nc1cccc(-c2cnc3ccccc3n2)c1)C1CC(=O)N(c2ccccc2)C1 (stereo unspecified) | -3% | / | -4% | 14 | -18% | 2%
11 | COc1cc2oc(=O)cc(-c3cccc(-c4cccc(C)c4)c3)c2c(OC)c1OC | -3% | -4% | / | -13 | 0% | /
12 | COc1ccc(CNC(=O)Nc2ccc([N+](=O)[O-])cc2)cc1 | -4% | 7% | / | -10 | / | /
13 | CCCCN1C(N)=NC[C@@H]1Cc1ccc(O)cc1 | 2% | 3% | -10% | 16 | -23% | 4%
14 | N#Cc1c(-c2ccccc2)nc(SCC(=O)Nc2nnc(C(F)(F)F)s2)[nH]c1=O | 7% | ? | 2% | -33 | -23% | 9%
15 | O=C(O)CCCCN1C(=O)/C(=C\c2ccc(OCc3ccccc3)c(OCc3ccccc3)c2)SC1=S | 10% | / | 2% | 64 | -30% | -16%
16 | NC(=S)N=Nc1c(O)n(CCCl)c2ccc(Cl)cc12 | 40%[activator] | -7% | -14% | 120 | -40% | 3%
17 | CCn1nc(C)c(C(=O)Nc2cc(Oc3cc(C)cc(C)c3)cc([N+](=O)[O-])c2)c1C | -2% | -3% | ? | -31 | 80%[activator] | 3%
18 | CCOC(=O)C1CCCN(S(=O)(=O)c2ccc(Br)c(OC)c2)C1 (stereo unspecified) | -1% | 13% | -10% | -14 | 43% | -8%
19 | CCOc1ccccc1NC(=O)CSc1nc2c(c(=O)[nH]1)CCC2 | / | / | 0% | 7 | / | -3%
20 | Fc1ccc(COc2cccc3cccnc23)cc1 | 17% | -5% | 1% | -26 | -26% | 17%
21 | CCOC(=O)c1nc(NCc2cccnc2)c2ccccc2n1 | 1% | 0% | 1% | -19 | ? | -14%
22 | COc1ccc(-n2c(=O)c3c4c(sc3n(Cc3ccccc3C)c2=O)CCCC4)c(OC)c1 | / | / | ? | -2 | / | 1%
23 | CN(NC(=O)c1ccccc1)c1nc2ccccc2nc1C(F)(F)F | 10% | 2% | -1% | 10 | ? | 4%
24 | N#CC1(Cc2ccccc2Cl)c2ccccc2C=CN1C(=O)c1ccccc1 (stereo unspecified) | 1% | 3% | 4% | 14 | -23% | 3%
25 | Cc1cc(NS(=O)(=O)c2ccc(NC(=O)c3cnc4sccn4c3=O)cc2)nc(C)n1 | -8% | 3% | 2% | 42 | -32% | 1%
26 | O=C1c2ccccc2C(Nc2ccccc2F)N1c1cccnc1 (stereo unspecified) | 5% | 3% | -9% | 17 | -28% | -27%
27 | CCCOc1ccc(C(=O)Nc2ccc(S(=O)(=O)N3CCN(C)CC3)cc2)cc1 | -10% | 18% | -13% | -40 | 24% | -7%
28 | CCN1CCN(c2oc(-c3ccccc3C)nc2S(=O)(=O)c2ccccc2)CC1 | ? | / | 9% | -18 | 247%[activator] | 2%
29 | Cc1cc(C)c2nc(NNC(=O)c3ccc(S(=O)(=O)N4CC(C)CC(C)C4)cc3)sc2c1 (stereo unspecified) | 53%[activator] | -9% | 0% | -98* | -28% | -1%
30 | COC(=O)c1ccccc1NC(=O)CNc1cc(Cl)ccc1N1CCOCC1 | -11% | -16% | ? | -6 | 63%[activator] | -4%

# Grouped by structure: those above containing a COOH group
item | SMILES | AMA1 RON2 block | Giardia FBPA inh | AmpC inh detg | HCMV antiviral | AmpC inh no detg | Sm TGR inh
8 | CSc1ccccc1C(=O)Nc1cc2c(cc1C(=O)O)OCCCO2 | 4% | 16% | 5% | 16 | -36% | 3%
15 | O=C(O)CCCCN1C(=O)/C(=C\c2ccc(OCc3ccccc3)c(OCc3ccccc3)c2)SC1=S | 10% | / | 2% | 64 | -30% | -16%

# Next part:
item | SMILES | AMA1 RON2 block | Giardia FBPA inh | AmpC inh detg | HCMV antiviral | AmpC inh no detg | Sm TGR inh
31 | Cc1cc2c(N=O)c(NO)ccc2[nH]1 | 21% | ? | 8% | / | -20% | -34%
32 | CC1(C)Cc2c(C#N)c(N3CCN(C(=O)c4ccco4)CC3)nc(-c3ccco3)c2CS1 | ? | -29% | 4% | 18 | 57% | 2.8µM*
33 | O=C(Nc1ccc(CN2CCCCC2)cc1)c1cc(Br)ccc1Cl | 41%[activator] | 4% | 7% | ? | -16% | 4%
34 | CCOC(=O)c1c(Nc2ccc(Cl)cc2)sc(/C=C2\C=Nc3ccccc32)c1O | 13% | -1% | -1% | -73*! | -31% | 6%
35 | NC(=O)c1c(NC(=O)Cn2nc(C(=O)O)c3ccccc3c2=O)sc2c1CCCC2 | 7% | -5% | -13% | ? | -22% | -3%
36 | O=C(Nc1ccc2c(c1)OCO2)c1ccc(Br)o1 | 3% | -10% | -7% | 41 | -29% | 0%
37 | Cc1ccc(Cl)cc1N1CCN(CCN)CC1 | -13% | 7% | ? | 1 | -1% | -4%
38 | O=C(Cc1ccccc1[N+](=O)[O-])NCc1ccncc1 | -28% | 4% | 2% | 24 | -22% | -1%
39 | Cc1cc(C(F)(F)F)nn1CC(=O)NNC(=S)Nc1ccc(F)cc1 | 33%[activator] | 17% | 6% | -26 | -21% | 3%
40 | CCC1CCCCN1S(=O)(=O)c1ccc(NC(=O)c2cc(=O)c3c(C)cc(C)cc3o2)cc1 (stereo unspecified) | / | / | 6% | -10 | / | 15%
41 | CC(=O)c1cccc(OCc2cc(C(=O)N(C)CCC3CCOCC3)no2)c1 | -3% | 8% | ? | 62 | 45% | 2.2µM*
42 | O=C(COc1ccccc1)NC1CCCN(Cc2ccccc2F)C1 (stereo unspecified) | 4% | / | 1% | -31 | 34% | -13%
43 | COc1ccccc1CNC(=O)C(=O)NCC(c1cccnc1)N1CCN(c2ccc(F)cc2)CC1 (stereo unspecified) | / | / | 5% | -26 | / | -14%
44 | COc1cc(CN(C(=O)COc2ccc(F)cc2)c2ccccn2)cc(OC)c1OC | / | / | 17% | -3 | / | -8%
45 | O=C(CN1C(=O)NC2(CCOc3ccccc32)C1=O)NCC(F)(F)F (stereo unspecified) | 3% | 2% | -7% | -8 | 2% | 3%
46 | Cc1cc(C)nc(/N=C(\N)N2CCCCCC2)n1 | 34%[activator] | 2% | -4% | -7 | -19% | 2%
47 | Cc1cc(Br)ccc1SCC(=O)OCC(=O)NC1CCCC1 | -5% | 0% | -7% | -5 | 0% | -10%
48 | CCN1CCN(c2ccc(S(=O)(=O)N3CCCCC3)cc2NC(=O)c2sccc2C)CC1 | -26% | / | 5% | -19 | 133%[activator] | 2%
49 | CCOc1ccc(CCNC(=O)c2ccc3c(c2)c(C)c(C)n3Cc2ccccc2)cc1OCC | / | / | 0% | ? | / | 8%
50 | CCN(CC(=O)Nc1ccc(OC)cc1)C(=O)Cc1cccs1 | 7% | / | -15% | 0 | -45% | -32%
51 | COc1ccc(-c2cc(C(F)(F)F)n3nc(C(=O)N4CCN5CCCC5C4)cc3n2)cc1OC (stereo unspecified) | 10% | 0% | -10% | 55 | 115%[activator] | 0%
52 | O=C1CCCCC1C(=O)c1ccccc1 (stereo unspecified) | -11% | 5% | -5% | 8 | -5% | -14%
53 | O=c1oc2ccc3ccccc3c2c2c1SC(C(F)(F)F)C2 (stereo unspecified) | -7% | 5% | -5% | / | -26% | 0%
54 | CCN(CC(=O)NCc1cccs1)C(=O)CCCOc1ccccc1 | 8% | / | 4% | 0 | -2% | -2%
55 | C/C(=C\c1ccccc1)C(=O)n1nnc2ccccc21 | -9% | 5% | -6% | -8 | -12% | 20µM*
56 | COc1cccc(-c2sc3ccc(OC)cc3c2-c2ccc(OCCN3CCOCC3)cc2)c1 | ? | / | / | 8 | 67%[activator] | /
57 | Cc1cc(C)cc(OCC(=O)OCC(=O)NC2CCCC2)c1 | -7% | / | -6% | 0 | 17% | 1%
58 | Cc1ccc(C(=O)Oc2coc(CSc3nnc(NC(=O)C4CC4)s3)cc2=O)cc1C | 19% | 7% | 6% | 12 | -30% | 4%
59 | Cc1[nH][nH]c(=O)c1C=NCc1cccnc1 | -5% | -2% | ? | -31 | -20% | 5%
60 | O=C(NCC(c1cccnc1)N1CCN(c2ccc(F)cc2)CC1)Oc1ccccc1 (stereo unspecified) | -4% | 2% | -8% | 7 | 179%[activator] | -13%
61 | O=C(CCC1CCCN(C(=O)Cc2cccc(F)c2)C1)N1CCN(c2ccccn2)CC1 (stereo unspecified) | 5% | 19% | 3% | ? | 13% | 6%
62 | CN(CC(=O)NC1CCCCCC1)S(=O)(=O)c1cnc[nH]1 | -5% | 3% | 1% | 21 | -2% | 5%
63 | CSCCC(NC(=O)c1ccccc1Br)C(=O)N1CCCCCCC1 (stereo unspecified) | 25% | / | 0% | -15 | -14% | -5%
64 | ClCc1nnc(-c2cc3c(s2)CCCC3)o1 | 11% | -2% | 8% | -16 | -27% | -8%
65 | CC1=C(C)C(=O)OC(C(C)C2CCC3C4CC=C5CC(OC6OC(COC7OC(CO)C(O)C(O)C7O)C(O)C(O)C6O)CC(O)C5(C)C4CCC23C)C1 (stereo unspecified) | -3% | 10% | 8% | -16 | 211%[activator] | -24%

# Compound profiles (already shown). Values in the order: AMA1 RON2 block | Giardia FBPA inh | AmpC inh detg | HCMV antiviral | AmpC inh no detg | Sm TGR inh
# Profile of CC1=C(C)C(=O)OC(C(C)C2CCC3C4CC=C5CC(OC6OC(COC7OC(CO)C(O)C(O)C7O)C(O)C(O)C6O)CC(O)C5(C)C4CCC23C)C1 (stereo unspecified) → -3% | 10% | 8% | -16 | 211%[activator] | -24%
# Profile of CSCCC(NC(=O)c1ccccc1Br)C(=O)N1CCCCCCC1 (stereo unspecified) → 25% | / | 0% | -15 | -14% | -5%
# Profile of O=C(CCC1CCCN(C(=O)Cc2cccc(F)c2)C1)N1CCN(c2ccccn2)CC1 (stereo unspecified) → 5% | 19% | 3% | ? | 13% | 6%
